MT1-MMP act inh = blockers of MT1-MMP proenzyme processing, primary screen, HT1080 RFP-PRO-GFP cells, GFP/RFP fluorescence; 360,000 compounds, 0.061% hits; GFP/RFP ratio change, % at 20 µM; GFP/RFP ratio fluorescence, overnight; percent of plate control window, DMSO zero; AID 651647, 2012; Matrix metalloproteinase-14 (Homo sapiens), P50281;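 active = GFP/RFP ratio change of at least 30% with cell ATP level not reduced by more than half and red fluorescence within 50% of control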; also: strong numbers were not always called active
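Assay system: RFP-PRO-GFP reporter HT1080 cells; read-out basis: GFP/RFP fluorescence ratio; benchmarks: DMSO wells and RFP-L50D-GFP cells; doses: 20 µM single dose, 1% DMSO; schedule: overnight cell settling, then overnight compound exposure, 37 °C, 5% CO2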
Rin1 Abl inh = inhibitors of Rin1-Abl protein binding, primary screen, biochemical, TR-FRET | Tyrosine-protein kinase ABL1 (Homo sapiens) + Ras and Rab interactor 1 (Homo sapiens), … | inhibition, % at 7.35 µM | 360,000 compounds, 0.4% hits | AID 588664, 2011; in the data active = inhibition above about 5%, passing the limit was not always enough
PABP1 MLLE inh = inhibitors of PABP1 MLLE–PAM2 peptide binding, primary screen, biochemical, fluorescence polarization, FITC-PAM2, GST-MLLE; Polyadenylate-binding protein 1 (Homo sapiens), P11940; inhibition, % at 20 µM; 360,000 compounds, 0.36% hits; in the data active = inhibition above about 35%, passing the limit was not always enough;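 also: plate controls were DMSO wells with GST-MLLE for no effect and wells lacking GST-MLLE protein for full effect; some results filed as inactive read as strong as hits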
E coli Lon inh = inhibitors of E. coli Lon protease, primary screen, biochemical, fluorescence polarization | inhibition, % at 7.94 µM | AID 602123, 2011 | purified E. coli Lon protease | 360,000 compounds, 0.42% hits; in the data active = inhibition above about 13%, passing the limit was not always enough;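 also: 0% = enzyme with probe and DMSO and 100% = no enzyme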
Target sequence (P0A9M0 whole entry, looked up): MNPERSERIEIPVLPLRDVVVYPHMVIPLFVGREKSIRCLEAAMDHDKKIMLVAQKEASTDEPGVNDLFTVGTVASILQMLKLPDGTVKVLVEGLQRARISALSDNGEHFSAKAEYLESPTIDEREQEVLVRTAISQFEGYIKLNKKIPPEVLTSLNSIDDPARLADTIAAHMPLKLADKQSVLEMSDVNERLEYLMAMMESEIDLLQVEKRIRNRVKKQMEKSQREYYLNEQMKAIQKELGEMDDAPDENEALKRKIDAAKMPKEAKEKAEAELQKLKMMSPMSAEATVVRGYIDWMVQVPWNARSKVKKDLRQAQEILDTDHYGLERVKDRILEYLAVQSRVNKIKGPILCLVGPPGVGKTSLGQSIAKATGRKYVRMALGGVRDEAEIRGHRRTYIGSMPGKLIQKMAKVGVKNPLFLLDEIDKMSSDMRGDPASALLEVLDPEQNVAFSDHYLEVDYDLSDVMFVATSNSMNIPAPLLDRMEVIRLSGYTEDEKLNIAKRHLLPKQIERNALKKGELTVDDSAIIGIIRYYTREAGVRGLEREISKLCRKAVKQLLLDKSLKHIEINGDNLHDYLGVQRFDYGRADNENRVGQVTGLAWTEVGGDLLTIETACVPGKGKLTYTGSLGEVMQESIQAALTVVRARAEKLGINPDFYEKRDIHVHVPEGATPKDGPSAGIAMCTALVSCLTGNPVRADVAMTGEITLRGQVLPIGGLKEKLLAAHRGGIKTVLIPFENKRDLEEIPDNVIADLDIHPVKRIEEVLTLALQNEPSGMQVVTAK
MsrA act = bovine MsrA enzyme activators, primary screen, biochemical, absorbance, HTS; Methionine sulfoxide reductase A (Bos taurus); activation, % at 10.6 µM; purified bovine MsrA, absorbance read-out; 360,000 compounds, 0.3% hits; in the data active = activation above about 7.5%;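 also: 0% = vehicle and 100% = reference activator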
Neddylation inh = inhibitors of cullin neddylation, primary screen, biochemical, TR-FRET, uHTS, NAE and Ubc12. 360,000 compounds, 0.58% hits. calls only at 25 µM; in the data active = inhibition above about 36%
CendR NRP1 mod = modulators of CendR peptide binding to NRP-1, primary screen, biochemical, fluorescence polarization, uHTS. inhibition, % at 25 µM. 360,000 compounds, 0.85% hits. Neuropilin-1 (Homo sapiens), O14786. FAM-RPARPAR peptide binding to NRP-1;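 active = inhibition or corrected inhibition above about 18%, plus a signal ratio from 0.5 to 1.5, limit read from the data, passing the limit was not always enough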; also: strong numbers were not always called active
SKN-1 inh = suppressors of acrylamide-induced Pgst-4::GFP reporter in worms, primary screen, SKN-1 inhibitor project, whole organism, uHTS, GFP/RFP fluorescence ratio, strain VP596 | C. elegans VP596 Pgst-4::GFP/RFP ratio, 24 h | 360,000 compounds, 0.49% hits | AID 624304, 2012 | inhibition, % at 21.8 µM;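 active = interference check ratio from 0.5 to 1.5 plus GFP to RFP signal ratio inhibition reaching or exceeding a fixed threshold, cut at about 30% in these data, passing the limit was not always enough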; also: some compounds called inactive have numbers as strong as hits
FAS-TE inh = FAS thioesterase domain inhibitors, primary screen, biochemical, fluorescence intensity, uHTS; Fatty acid synthase (Homo sapiens), P49327; recombinant FAS-TE, OMFH fluorogenic substrate, fluorescence endpoint; inhibition, % at 15 µM; 360,000 compounds, 0.67% hits;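 active = compounds whose normalised, plate-corrected inhibition of enzyme fluorescence in the single-dose primary screen is 50% or more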;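 also: 0% = DMSO with enzyme and 100% = substrate without enzyme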
Numbers without * were called inactive; i = inactive; . = not tested or not shown; + = active, no number.

SMILES	MT1-MMP act inh	Rin1 Abl inh	PABP1 MLLE inh	E coli Lon inh	MsrA act	Neddylation inh	CendR NRP1 mod	SKN-1 inh	FAS-TE inh
Cc1noc(NS(=O)(=O)c2ccc(NC(=O)c3nn(-c4ccc(F)cc4)ccc3=O)cc2)c1C	2	-1	-10	5	-4	i	2	13	-4
COc1cccc(NC(=O)CSc2cccc[n+]2[O-])c1	4	0	-11	-3	-2	i	5	9	-6
CCCCCCCCN1C(=O)[C@H](CC(=O)NCc2ccccc2)C[C@@]2(C(=O)OC)CC(C)(C)CC=C12	-6	.	.	.	.	i	8	14	.
CC12CCC(C(=O)N3CCCCC3)(CC1=O)C2(C)C (centres undefined)	-5	2	10	2	4	i	4	-9	-2
CCc1cc2c3c(c(=O)oc2cc1OCC(=O)OC)CCCC3	5	1	2	-5	-4	+	3	-7	16
COc1cc(O)cc2occ(-c3ccc(O)cc3)c(=O)c12	-2	2	0	-3	-4	i	-2	11	-6
Nc1nc(SCC(=O)NCc2ccc3c(c2)OCO3)n[nH]1	-1	4	11	3	-7	i	-2	8	2
COc1ccc(F)cc1CN1CCN(C(=O)CCC(=O)Nc2nnc(C(C)C)s2)CC1	2	-1	7	4	2	i	14	2	-4
COc1ccc(CNC(=O)Nc2ccc(C)cc2)cc1	-1	-2	11	1	-4	i	2	23	-4
COCCNC(=O)c1ccc(CN2CCc3ccccc3C2)cc1	-2	-3	0	-14	-4	i	10	10	-8
COc1ccccc1C(=O)NC(CCSC)C(=O)N1CCN(C(C)=O)CC1 (centres undefined)	0	-1	-6	-1	-3	i	11	8	-4
COCCN(CC(=O)Nc1cccc(C)c1C)C(=O)c1oc2ccccc2c1C	-2	0	9	3	-2	i	11	2	-1
COc1cccc(C(=O)Nc2ccc(N(C)C)cc2)c1OC	-4	0	2	3	0	i	-6	14	-1
COc1cc(Cl)c(C)cc1NC(=O)CCCN1C(=O)CCC1=O	1	2	-6	-5	1	i	-5	10	-7
Cc1ccccc1S(=O)(=O)NCC1CCCO1 (centres undefined)	3	.	4	.	.	i	0	2	-4
CCOC(=O)c1ccc(-n2cc(C(=O)c3cccnc3)nn2)cc1	1	4	0	-8	-2	i	0	8	-6
COc1ccc(NS(=O)(=O)c2ccc(C(=O)N3CCN(c4ccc(F)cc4)CC3)cc2)cc1	4	0	0	-2	0	i	2	-4	16
O=C(N/N=C/c1sc(=O)[nH]c1-[n+]1ccccc1)c1ccccc1[O-]	-4	-3	61*	1	-6	i	18	-9	-8
CCCCc1nc2cc(C(=O)NCc3cc(C)n(C)n3)ccc2o1	4	4	-12	15	-4	i	-1	8	-4
COc1cccc2[nH]c3c(N4CCC(C(N)=O)CC4)ncnc3c12	18	-5	-4	0	-5	.	-1	-2	-6
Cc1cc(=O)[nH]c(SCC(=O)Nc2nc(-c3ccccc3)cs2)n1	1	-7	-6	4	-2	i	-14	3	-2
COCCN1Cc2cccc(C(=O)Nc3cccc(OC)c3)c2C1=O	10	0	-8	-8	-4	i	3	-11	2
O=C(CNCCN1CCOCC1)Nc1ccccc1Sc1ccccc1	-3	-5	-5	-6	-7	i	-2	9	-11
CCC(Oc1ccccc1)C(=O)Nc1nnc(S(=O)(=O)N2CCCCC2)s1 (centres undefined)	.	2	-18	14	-13	i	0	-10	-1
CCOc1cc(C)c(-c2onc(C(F)(F)F)c2-c2csc(C)n2)c(O)c1	-9	4	0	11	-6	i	10	-8	15
COc1cccc(N2CCN(C(=O)Cn3c(=O)oc4ccccc43)CC2)c1	-2	3	5	-3	-7	i	1	2	-10
CN(C)/C=C1/C=C(c2ccccc2)OC1=O	-5	-5	6	0	-4	i	-7	0	-3
NC(=O)C1CCN(CC(=O)Nc2ccc3c(c2)OCCO3)CC1	-2	0	9	-1	-7	i	16	1	-7
O=C(CSc1nnnn1C1CCCCC1)NNC(=O)c1ccco1	0	0	-14	0	0	i	0	3	-5
O=S(=O)(Nc1cc(Sc2ncn[nH]2)c(O)c2ccccc12)c1ccccc1	-54	7	-61	4	14*	i	18	10	-14
C/C(=N\NC(=O)Cn1nnc2ccccc21)c1ccco1	-2	0	5	4	-10	i	-2	0	-7
CCOC(=O)C1=CCC(c2cc3ccccc3[nH]2)NC1 (centres undefined)	-1	.	.	.	.	i	0	3	.
CCC(C)C(NC(=O)C1CCC(C)CC1)C(=O)NCc1ccco1 (centres undefined)	-3	-3	0	-1	-4	i	0	-17	-2
CSc1ccccc1NC(=O)C1CCCN(S(C)(=O)=O)C1 (centres undefined)	2	0	-7	-1	-7	i	-2	-9	0
COc1ccccc1CN1CC(C(=O)NCc2cnn(C)c2)CCC1=O (centres undefined)	0	1	26	1	-5	i	-4	-11	-5
CCC1(C)Cc2ccccc2/C(=C/C(=O)N2CCCCC2)N1 (centres undefined)	-3	2	24	7	-1	i	2	7	-1
O=C(CN1CCC(n2nnc3cc(F)ccc32)CC1)N1CCc2ccccc2C1	-1	0	-11	-1	-2	i	1	3	4
CCOc1ccc(NC(=S)N2CCCN(Cc3cccc(Cl)c3)C2)cc1	0	2	-32	13	1	i	4	1	9
Cc1ccccc1S(=O)(=O)Nc1nc2ccccc2nc1NCCO	1	-3	4	-7	-8	i	31*	-9	-6
O=C(OC1Cn2c(=O)ccc(=O)n2C1)c1ccc([N+](=O)[O-])cc1	0	0	7	4	-1	i	-6	6	-8

2 neighbouring compounds already listed, for reference:
SMILES	MT1-MMP act inh	Rin1 Abl inh	PABP1 MLLE inh	E coli Lon inh	MsrA act	Neddylation inh	CendR NRP1 mod	SKN-1 inh	FAS-TE inh
O=S(=O)(Nc1cc(Sc2ncn[nH]2)c(O)c2ccccc12)c1ccccc1	-54	7	-61	4	14*	i	18	10	-14
C/C(=N\NC(=O)Cn1nnc2ccccc21)c1ccco1	-2	0	5	4	-10	i	-2	0	-7

Next structures
SMILES	MT1-MMP act inh	Rin1 Abl inh	PABP1 MLLE inh	E coli Lon inh	MsrA act	Neddylation inh	CendR NRP1 mod	SKN-1 inh	FAS-TE inh
O=S(=O)(c1cc(Cl)ccc1Br)N1CCOCC1	3	3	10	-5	-2	i	-1	9	-4
CC(C)NC(=O)COC(=O)c1cc(F)c(F)cc1Cl	-3	3	-4	-1	-5	i	10	11	-11
CC(C)(C)C(=O)Nc1ccc(C(=O)COC(=O)C2=COCCO2)cc1	-1	-1	11	5	-4	i	8	11	-3
CCCc1nc2ccccc2c(=O)n1NC(=O)c1c(O)c2ccccc2n(C)c1=O	-17	1	-15	4	-5	i	11	-2	7
CC(C)c1ccc(NC(=O)COc2ccccn2)cc1	2	2	-4	-11	-9	i	0	2	-7
CCOC(=O)c1ccc(NC(=O)CSc2nnc(CNc3ccc(C)cc3)n2C)cc1	-2	1	-4	4	-3	i	-6	-3	0
COCCCN(C(=O)c1ccco1)c1nc(-c2ccc(OC)cc2)cs1	1	-1	0	12	-2	i	7	0	28
Cc1ccc(S(=O)(=O)N2CCC[C@H]2C(=O)OCC(=O)N2c3ccccc3NC(=O)C2(C)C)cc1	-2	-3	-4	-6	1	i	-3	-16	1
COc1ccc(NC(=O)c2oc3ccccc3c2NC(=O)C2CC2)cc1OC	3	-2	-2	-6	-3	i	30*	-7	1
CC(C)c1nc2c(c(=O)n(C)c(=O)n2C)n1C	-2	-1	13	-2	0	i	-1	-2	-6
CC1(C)CC(=O)C2=C(C1)OC(c1cccs1)C(C#N)=C2N (centres undefined)	-5	-2	31	-4	0	i	-42	6	-8
O=C(COC(=O)CCc1nc2ccccc2c(=O)[nH]1)Nc1ccc(N2CCOCC2)cc1	0	0	-14	6	-2	i	0	10	-7
O=C(NCc1ccco1)N1c2ccccc2Sc2ccccc21	-1	3	-7	5	-4	i	0	-7	1
COC(=O)C1=C(C)NC(C)=C(C(=O)OC)C1c1ccccn1	-1	4	4	4	-5	i	3	7	-6
Cc1ccc(S(=O)(=O)N2CCN(c3nn(C)c(=O)n(C)c3=O)CC2)cc1C	-12	1	-5	-10	-6	i	-2	-12	8
COc1ccc(NC(=O)c2c(C(F)(F)F)nn(C)c2SCc2ccccc2)cc1	-2	-2	-21	2	-8	i	0	18	13
Cc1[nH]c2ccccc2c1/C=N/NC(=O)C1CC1(c1ccccc1)c1ccccc1 (centres undefined)	-10	-3	-27	-53	-2	i	-46	16	37
N#Cc1c(-c2ccccc2)nc(SCC(=O)Nc2ccccc2F)[nH]c1=O	2	-1	4	3	-2	i	4	-1	-4
O=C1NC(CCc2ccccc2)C(=O)N1CCOc1ccccc1 (centres undefined)	-3	-2	4	-3	-2	i	0	-5	0
Cc1nn(-c2ccccc2)c(N2CCCCC2)c1/C=N/O	-7	-1	-4	-2	1	i	-7	-1	-7

In a second layout: entries from further up.
Values in the order: MT1-MMP act inh	Rin1 Abl inh	PABP1 MLLE inh	E coli Lon inh	MsrA act	Neddylation inh	CendR NRP1 mod	SKN-1 inh	FAS-TE inh
COc1ccc(NC(=O)c2oc3ccccc3c2NC(=O)C2CC2)cc1OC
 : 3	-2	-2	-6	-3	i	30*	-7	1
CC(C)c1nc2c(c(=O)n(C)c(=O)n2C)n1C
 : -2	-1	13	-2	0	i	-1	-2	-6
CC1(C)CC(=O)C2=C(C1)OC(c1cccs1)C(C#N)=C2N (centres undefined)
 : -5	-2	31	-4	0	i	-42	6	-8

(listing goes on)
SMILES	MT1-MMP act inh	Rin1 Abl inh	PABP1 MLLE inh	E coli Lon inh	MsrA act	Neddylation inh	CendR NRP1 mod	SKN-1 inh	FAS-TE inh
Cc1ccc(N/C=C/C(=O)C(C)(C)C)c(O)c1	2	0	-12	0	-7	i	-6	12	0
COc1ccc(Cc2nc(-c3ccc(-n4cccc4)cc3)no2)cc1	2	0	-4	-4	-3	i	-8	9	18
Cc1ccc(/C=C(\C#N)C(=O)N2CCCC2)c(C)c1	-1	3	1	-1	-5	i	-4	3	-1
CC(=O)Nc1ccc(-c2ccnc3c2CC(C(=O)Nc2ccc4c(c2)OCO4)O3)cc1 (centres undefined)	-5	2	3	-10	-5	i	-10	8	-5
CSCCCNC(=O)c1ccc(OC2CCN(C(=O)c3cccnc3)CC2)cc1	12	1	14	1	-3	i	3	-4	-7
COc1ccc(Cl)cc1-c1cc(C(=O)NC2CCCCC2)[nH]n1	-10	1	11	-3	-2	i	0	23	16
CC(Oc1ccc(C(C)(C)C)cc1)C(=O)NCC(c1ccco1)N1CCCC1 (centres undefined)	-7	1	-4	4	-12	i	7	6	-8
CC(C)(C)NS(=O)(=O)c1ccc(CCC(=O)O)cc1	0	6	-3	0	-3	i	-4	10	-8
COc1cccc(N(C(=O)c2sc(C)nc2C)C(C(=O)NCC2CCCO2)c2ccccc2)c1 (centres undefined)	-1	1	-4	-6	1	i	-1	3	-3
CCn1c(SCc2ccc(C(=O)O)cc2)nnc1-c1ccc(Cl)cc1	-4	2	-20	4	-2	i	17	11	-5
CNC(=O)C1(C)CCN1C(=O)Cc1ccc(C(C)C)cc1 (centres undefined)	0	-2	5	9	-3	i	-8	-1	-8
CCN(CC)C(=O)CSc1nnc(CCN)o1	0	-1	22	-9	-2	i	-4	-2	-8
CC(=O)Nc1ccc(S(=O)(=O)N2CCC(NC(=O)C(Cc3cccc(F)c3)NC(C)=O)CC2)cc1 (centres undefined)	-3	4	-4	-1	-3	i	-19	-1	-4
CNC(=O)C1CCC(=O)N1Cc1ccccc1Cl (centres undefined)	5	0	-1	-5	-3	i	-2	-21	-6
CCOc1ccc(C(=O)OC(C)CN2CCN(C)CC2)cc1 (centres undefined)	1	-2	-29	-1	-1	i	-2	10	-1
